NCF1 inh – p47phox (human) inhibition. AID 1274. P14598. inhibition, % at 24.7 µM. p47phox/p22phox peptide binding, fluorescence polarization, 2 h. 220,000 compounds, 0.53% hits;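 active = inhibition above about 30%, limit read from the data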;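 also: 0% = p47phox with labelled peptide and 100% = labelled peptide alone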
Target sequence (P14598 whole entry, looked up): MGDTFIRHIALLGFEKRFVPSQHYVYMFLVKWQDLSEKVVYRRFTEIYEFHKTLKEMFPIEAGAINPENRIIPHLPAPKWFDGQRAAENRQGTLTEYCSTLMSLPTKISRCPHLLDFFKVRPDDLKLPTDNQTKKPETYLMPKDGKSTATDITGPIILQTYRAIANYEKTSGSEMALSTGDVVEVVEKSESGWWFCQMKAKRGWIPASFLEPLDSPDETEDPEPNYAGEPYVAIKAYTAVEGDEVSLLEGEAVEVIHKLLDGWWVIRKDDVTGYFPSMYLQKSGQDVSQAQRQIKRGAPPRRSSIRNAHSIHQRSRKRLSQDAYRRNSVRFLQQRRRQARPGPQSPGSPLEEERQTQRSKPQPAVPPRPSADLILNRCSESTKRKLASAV
EBV gp42 inh – inhibitors of Epstein-Barr virus glycoprotein 42; Fluorescence polarization binding assay, mP read-out; 220,000 compounds, 0.42% hits; Q1HVG2; AID 1085; inhibition, % (tested at 21.74 µM); in the data active = inhibition above about 50%
Target sequence (Q1HVG2 whole entry, looked up): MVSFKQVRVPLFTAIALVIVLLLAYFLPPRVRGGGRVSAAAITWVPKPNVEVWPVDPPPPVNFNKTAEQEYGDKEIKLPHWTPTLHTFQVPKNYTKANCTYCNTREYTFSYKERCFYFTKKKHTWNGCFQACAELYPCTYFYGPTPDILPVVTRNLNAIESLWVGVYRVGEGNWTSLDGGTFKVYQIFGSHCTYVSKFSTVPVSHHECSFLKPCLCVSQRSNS
PPC-1+TRAIL kill – PPC-1 cancer cell killing with TRAIL present; PPC-1 cells + TRAIL, ATPLite viability luminescence; cell killing (% activity), % at 4 µM; 220,000 compounds, 0.41% hits; AID 1443;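 active = cell killing above 50% in the first pass at 4 µM, then a duplicate retest at 5 µM averaging 50% or more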;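 also: plate controls were cells with TRAIL plus DMSO for no effect and medium-only wells lacking cells for full effect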
TRPML3 agonist – human mucolipin-3 channel agonism; AID 1448; activation, % at 3 µM; Q8TDD5; 220,000 compounds, 0.29% hits; HEK293 TRPML3-YFP, Fluo-8 calcium fluorescence; 100% = the carbachol control signal;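 active = activation above its plate's cutoff, the mean activation of the plate's test wells plus 3 SD, cut at about 12% in these data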;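 also: 0% = DMSO only wells and 100% = carbachol wells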
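system = HEK293 cells stably carrying human TRPML3-YFP | doses = one concentration, 3 µM nominal, 0.3% DMSO | timing = dye loading 1 h 37 °C then 30 min ambient, 125 s read | detection = Fluo-8 calcium dye fluorescence, ex 470-495, em 515-575 nm | benchmarks = high control carbachol 87 µM, low control DMSO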
MDM2 E3 inh – inhibitors of human Mdm2 E3 ubiquitin ligase; Q00987; cell-based MDM2 ubiquitination luciferase reporter, 2 h; 0 = plate control, 100 = twice control, blank-subtracted; AID 1230; 210,000 compounds, 0.11% hits; signal enhancement, % at 5 µM;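 active = signal enhancement of 30% or more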;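 also: luminescence tracks abundance of the self-degrading MDM2-luciferase fusion protein; higher signal means inhibition of MDM2 E3 ligase activity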
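test system = mammalian cells stably expressing self-ubiquitinating, self-degrading MDM2 E3–luciferase fusion | quantity = 2000 cells/well | incubation = cell settling 4 h, compound treatment 2 h, both 37 °C | signal = luminescence with SteadyLite reagent, 15 min at room temperature | evaluation = % enhancement relative to plate controls after blank subtraction | benchmarks = plate controls and plate blanks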
Runt-SMMHC FRET – inhibitors of human RUNX1 Runt domain binding to CBFb-SMMHC. Cerulean-Runt/Venus-CBFb-SMMHC FRET ratio 530/480, 1 h. inhibition, % at 20 µM. 220,000 compounds, 0.74% hits;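 active = mean inhibition across duplicate retests at 20 µM reaching about 50%, limit read from the data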;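 also: 0% = DMSO wells and 100% = wells with excess untagged CBFb-SMMHC; inhibitors lower the FRET ratio by blocking Runt binding to CBFb-SMMHC; some results filed as inactive read as strong as hits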
CHOP inh – CHOP inhibition in unfolded protein response; inhibition, % at 10 µM; 220,000 compounds, 3.8% hits; AID 2732; CHO-K1 CHOP-promoter luciferase, tunicamycin-induced, 15-18 h;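 active = compounds that reduced the stress-induced luciferase reporter signal by more than about 70% of percent inhibition, limit read from the data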;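 also: 0% = tunicamycin plus vehicle and 100% = wells without tunicamycin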
TNF death inh – TNF-alpha cell death inhibition in Jurkat FADD-/- cells | Jurkat FADD-/- TNF necroptosis rescue, ATP luminescence, 24 h; 0 = TNF only, 100 = no-TNF cells | activation (protection from cell death), % at 10 µM | 220,000 compounds, 0.068% hits | AID 463075;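 active = activation, meaning protection from cell death, of at least 50% relative to plate controls; inactive = activation below 50%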;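 also: necroptosis triggered by 40 ng/mL TNF-alpha added together with compound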
zfTRPN1 agonist – zebrafish TRPN1 (NompC) channel agonism | HEK293 zebrafish TRPN1-YFP, Fluo-8 calcium fluorescence; 100% = response to 87 µM carbachol | activation, % at 3 µM | 220,000 compounds, 0.18% hits | AID 1424;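 active = activation above its plate's cutoff, the mean activation of test wells on that plate plus 3 SD, cut at about 19% in these data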;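 also: 0% = DMSO alone and 100% = 87 µM carbachol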
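System: zebrafish TRPN1-YFP in HEK293 cells / Dosing: 3 µM single point / Timing: dye loading 1 h at 37 °C, then 30 min room temperature / Signal: Fluo-8 calcium fluorescence, excitation 470-495 nm, emission 515-575 nm / Read-out basis: percent activation from peak over basal fluorescence ratio, control-normalized / Control set: high carbachol 87 µM, low DMSO alone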
Starred values were filed as active, the others as inactive; · = no result given; [ ] = dose if it differs, or a comment.

No. | structure | NCF1 inh | EBV gp42 inh | PPC-1+TRAIL kill | TRPML3 agonist | MDM2 E3 inh | Runt-SMMHC FRET | CHOP inh | TNF death inh | zfTRPN1 agonist
1 | O=C(Nc1c(C(=O)O)[nH]c2ccccc12)NC1CCCCC1 | -3 | -2 | -1 | 0.8 | -12 | -7 | 14 | -1.0 | 1.7
2 | COCc1cc(=O)n2[nH]c(C(F)(F)F)nc2n1 | 0 | -27 | -4 | 0.3 | -7 | -1 | 21 | -0.5 | 0.5
3 | Cc1cccc(/C=N/NC(=O)c2cc(-c3cccnc3)nc3c2c(C)nn3-c2ccccc2)c1 | 18 | -6 | -5 | -0.3 | -5 | -23 | 25 | 3.1 | 1.0
4 | CC1CCN(C(=O)C2CCC(C)(C(=O)O)C2(C)C)CC1 (configuration not stated) | -5 | -3 | 30 | 1.1 | -3 | -5 | 26 | 1.3 | 2.6
5 | C=CCn1c(O)c(N=NC(=S)Nc2ccccc2F)c2ccccc21 | -22 | -9 | 6 | -0.4 | 4 | -1 | -75 | -1.2 | -0.8
6 | CCOc1ccc(N(CC(=O)Nc2cccc(N(C)S(C)(=O)=O)c2)S(=O)(=O)c2ccccc2)cc1 | -6 | 3 | 31 | -0.5 | 1 | 0 | 10 | -2.3 | -0.4
7 | Cc1ccc(C2=NC(C(F)(F)F)(C(F)(F)F)c3c(n(-c4ccc(F)cc4)c(=O)[nH]c3=O)N2)cc1 | -11 | -14 | 36 | 1.7 | -8 | 3 | 4 | -2.0 | 2.3
8 | CCCS(=O)(=O)N1CCC(C(=O)N2CCC(Cc3ccccc3)CC2)CC1 | -4 | 2 | 7 | 1.0 | -7 | -1 | 30 | -0.9 | 0.0
9 | CSc1nc2ccsc2c(=O)n1-c1ccccc1 | 5 | 0 | 5 | 0.2 | 5 | -1 | 16 | -0.8 | -1.6
10 | CCOC(=O)N1CCC(NC(=O)CC(NS(=O)(=O)c2ccc(Cl)cc2)c2ccco2)CC1 (configuration not stated) | 13 | -9 | -2 | 0.7 | -8 | 3 | 44 | 0.4 | 1.4
11 | CCN1CCN(c2nc(-c3cccs3)nc3ccccc23)CC1 | -9 | -4 | 7 | 0.0 | -7 | 4 | 32 | 3.3 | 1.2
12 | Cc1cc(C)n(-c2ccc(C(=O)NCc3cccs3)cc2)n1 | 1 | 5 | 2 | -0.6 | 9 | -5 | 23 | -1.8 | -1.0
13 | COc1ccc(OC)c(C(c2nnnn2CCc2ccccc2)N2CCN(c3ccccc3)CC2)c1 (configuration not stated) | -7 | 13 | -12 | 0.8 | -5 | 3 | 25 | -5.4 | 16
14 | O=S(=O)(c1cccs1)N1CCN(CC(O)COc2cc(Cl)ccc2Cl)CC1 (configuration not stated) | -12 | -7 | 17 | 3.0 | -14 | -2 | 66 | -14 | 9.8
15 | O=C1C2C3C=CC(C4CC34)C2C(=O)N1/N=C/c1cccs1 (configuration not stated) | 0 | 6 | 24 | 0.7 | · | -1 | 2 | 2.3 | 1.5
16 | CSc1ccccc1NC(=O)c1ccc([N+](=O)[O-])cc1 | -6 | -17 | 6 | 0.2 | 1 | 9 | -7 | -0.3 | -0.4
17 | O=c1[nH]c(CN2CCN(Cc3ccc4c(c3)OCO4)CC2)nc2ccccc12 | -10 | 0 | 13 | 0.1 | 11 | -6 | 7 | -0.5 | 0.8
18 | CN=C1C([N+](=O)[O-])=CC=C2C1=NC1(CCCCC1)N2O | -10 | -8 | 23 | 0.3 | 3 | 1 | -2 | -2.1 | 1.2
19 | CCCC(c1nnnn1C1CCCCC1)N1CCN(C2CCCC2)CC1 (configuration not stated) | -8 | -20 | 6 | 0.7 | -13 | -1 | 10 | 1.3 | 0.8
20 | Nc1cccnc1-n1nc(C(F)(F)F)cc1C(F)(F)F | -9 | -7 | 3 | 0.0 | -5 | 2 | -1 | 0.5 | 0.1
21 | COc1ccc(OC)c2c1sc(=NC(=O)CN1C(=O)CCC1=O)n2C | -6 | 1 | -4 | 0.7 | -20 | -2 | 10 | 1.1 | 2.4
22 | Cc1nc2sc3c(c2c(=O)n1/N=C/c1cccnc1)CCCC3 | -5 | -7 | -23 | 1.3 | -9 | 4 | -16 | 0.5 | -0.8
23 | CC1(C)CC(=O)C2=C(C1)Nc1cc3c(cc1C2c1ccc(F)cc1)OCO3 (configuration not stated) | -11 | 0 | 18 | -0.8 | -15 | 3 | 25 | -0.8 | -1.4
24 | Cc1ccc(F)cc1NC(=O)c1cnccn1 | -5 | -9 | 19 | -0.1 | -2 | -3 | 27 | 0.1 | 1.1
25 | COc1cc2c(cc1OC)CN(C(=O)CCCN1C(=O)c3ccccc3C1=O)CC2 | -10 | -18 | -3 | 0.4 | -15 | 2 | -39 | 0.1 | 0.6
26 | O=C(/C=C/c1ccc(-c2ccccc2[N+](=O)[O-])o1)c1ccc(F)cc1 | -6 | -15 | 19 | -0.2 | -19 | 2 | 60 | -6.5 | -0.2
27 | O=C1CCN(C(=S)NCc2ccccc2)CC1 | -10 | -11 | 23 | 1.1 | -4 | -2 | 10 | 1.0 | 0.1
28 | O=C(O)Cc1ccc(NC(=S)Nc2cccc(Cl)c2Cl)cc1 | -51 | 6 | 14 | 0.7 | -5 | 1 | 22 | 0.4 | -2.0
29 | O=C(COc1ccc(Cl)cc1[N+](=O)[O-])N1CCCCCC1 | -3 | -14 | 1 | 0.5 | -12 | 2 | -3 | 0.9 | 0.1
30 | CC(C)c1ccc(C2CC(=O)c3cnc(N4CCc5ccccc5C4)nc3C2)cc1 (configuration not stated) | -5 | -7 | 17 | 1.0 | -3 | 5 | 32 | -1.8 | 0.3
31 | O=C(CCc1nc2ccccc2c(=O)[nH]1)NCc1cccc(Cl)c1 | 2 | -9 | 0 | -0.7 | -3 | 1 | -2 | -1.5 | 0.1
32 | O=S(=O)(Nc1nccs1)c1ccc(NS(=O)(=O)c2cccs2)cc1 | -6 | -6 | 9 | 0.5 | -7 | -5 | 12 | 0.2 | 1.0
33 | CS(=O)(=O)N1CCN(C(=O)COc2ccc3ccccc3c2)CC1 | -1 | -6 | 10 | 0.6 | -16 | -3 | -3 | 0.3 | 1.5
34 | O=C(Nc1nc(-c2ccc(Cl)s2)cs1)c1ccccc1 | -13 | 1 | 10 | 0.6 | -6 | -1 | 23 | -1.2 | -1.1
35 | COc1ccc(N(CC(=O)NCC2CCCO2)S(=O)(=O)c2ccc(C)cc2)cc1OC (configuration not stated) | -6 | -13 | 6 | 1.0 | -12 | 3 | 13 | -0.8 | 1.0
36 | CCCCN(CC)c1nc(N)c(C#N)c(CC#N)c1C#N | -34 | -4 | -1 | -0.2 | -10 | -12 | 10 | -4.6 | -0.1
37 | CC1(C)CC(=O)c2sc(NS(=O)(=O)c3ccc(Br)cc3)nc2C1 | -7 | -10 | -5 | 0.6 | 11 | -4 | -4 | 0.2 | -0.5
38 | c1ccc(N/N=C(\Cc2ncc[nH]2)c2ccccc2)cc1 | -46 | 6 | -3 | 0.8 | -1 | -5 | -6 | 0.9 | 1.8
39 | COc1cccc(N2CCN(Cc3nc(N)nc(N4CCCc5ccccc54)n3)CC2)c1 | 1 | -5 | 32 | 0.0 | -6 | 0 | 28 | -0.7 | -0.3
40 | O=C(Nc1ccc(Cl)cc1)N1CCN(c2ccccc2)CC1 | 1 | -19 | -4 | 0.7 | 4 | 3 | 25 | 1.2 | 1.6
41 | CNc1nc2c(C)cccn2c(=O)c1C=NCc1ccccc1 | -11 | -9 | 25 | 0.2 | · | 5 | 67 | -3.3 | -0.4
42 | Cc1ccc(NC(=O)CN(C)C(=O)c2nn(C)c(=O)c3ccccc23)cc1 | -14 | -15 | -4 | 1.1 | -9 | 1 | -7 | -2.3 | 1.8
43 | O=C(NN1C(=O)c2ccccc2NC1c1ccco1)c1ccccc1 (configuration not stated) | -5 | -3 | · | 0.6 | -9 | 2 | 13 | -0.2 | -0.6
44 | O=C(Nc1ccc(S(=O)(=O)N2CCOCC2)cc1)c1ccc2c(c1)OCO2 | -10 | 9 | 5 | 0.0 | -7 | 2 | -2 | 1.3 | 3.4
45 | CC1CC(C)CN(S(=O)(=O)c2ccc3c(c2)oc(=O)n3CC(=O)N2CCOCC2)C1 (configuration not stated) | -19 | -7 | 16 | -0.2 | -7 | 0 | 3 | -0.4 | 1.2
46 | CCOC(=O)c1sc(NC(=O)CCN2CCOCC2)c(C(=O)OCC)c1C | -7 | -23 | -6 | -0.4 | -9 | 1 | -31 | 0.7 | 2.2
47 | Cc1nn(C)cc1CNC(=O)c1cc2n(n1)C(C(F)(F)F)CC(c1cccs1)N2 (configuration not stated) | -9 | -23 | 22 | 0.6 | 15 | -5 | 37 | 0.0 | 0.7
48 | Cc1ccccc1Cn1ccc(NC(=O)CCSc2nc(-c3ccco3)cc(C(F)(F)F)n2)n1 | -30 | 1 | -2[5 µM] | -0.6 | -2 | 0 | 54 | 6.8 | -0.5
49 | COc1cc(OC)c(C(=O)Nc2cccc(C(C)=O)c2)cc1OC | -14 | -9 | 0 | 0.3 | -12 | 0 | 27 | -1.9 | 0.5
50 | CC(NC(=O)C1c2ccccc2Oc2ccccc21)C1CCCO1 (configuration not stated) | 23 | 3 | 16 | -0.2 | -11 | 4 | 26 | -1.4 | -0.8
51 | O=C1C=C(NCC2CCCO2)C2(CCCCC2)O1 (configuration not stated) | 1 | -8 | 11 | 1.3 | -6 | 7 | 10 | 0.6 | 1.7

3 of the compounds above, as labelled records.
6	CCOc1ccc(N(CC(=O)Nc2cccc(N(C)S(C)(=O)=O)c2)S(=O)(=O)c2ccccc2)cc1
  NCF1 inh: -6; EBV gp42 inh: 3; PPC-1+TRAIL kill: 31; TRPML3 agonist: -0.5; MDM2 E3 inh: 1; Runt-SMMHC FRET: 0; CHOP inh: 10; TNF death inh: -2.3; zfTRPN1 agonist: -0.4

7	Cc1ccc(C2=NC(C(F)(F)F)(C(F)(F)F)c3c(n(-c4ccc(F)cc4)c(=O)[nH]c3=O)N2)cc1
  NCF1 inh: -11; EBV gp42 inh: -14; PPC-1+TRAIL kill: 36; TRPML3 agonist: 1.7; MDM2 E3 inh: -8; Runt-SMMHC FRET: 3; CHOP inh: 4; TNF death inh: -2.0; zfTRPN1 agonist: 2.3

8	CCCS(=O)(=O)N1CCC(C(=O)N2CCC(Cc3ccccc3)CC2)CC1
  NCF1 inh: -4; EBV gp42 inh: 2; PPC-1+TRAIL kill: 7; TRPML3 agonist: 1.0; MDM2 E3 inh: -7; Runt-SMMHC FRET: -1; CHOP inh: 30; TNF death inh: -0.9; zfTRPN1 agonist: 0.0

Source: PubChem BioAssay (several laboratories)
